From PubChem BioAssay
Lamin A splicing: changes lamin A minigene splicing in HeLa cells. HeLa LMNA splicing GFP/RFP minigene ratio, 48 h. Potency, µM (series often up to 46.1 µM), without a hit: at the top dose ratio change, negative = inhibition, most hits filed as inhibitors. 200,000 tested, 0.01% active. AID 1487; active = well fitted inhibition curve with a large enough effect in the signal ratio, with a control signal flat, not every such curve was filed as active; inconclusive = small, poorly fitted or top-dose-only effect, or effect the other way, or a change in a side signal; the % refers to the signal ratio; note: % is set by controls: 0 for no effect and ±100 for the full control effect
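Read-out is the ratio of GFP to DsRed2 object intensity, acquired by 488 nm laser-scanning cytometry on HeLa lamin A-EGFP minigene reporter cells. Compound incubation 48 hrs at 37 °C in Opti-MEM with 2% FBS; DMSO 0.5% final.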
KDM4E inh: JMJD2E (human) inhibition; B2RXH2; JMJD2E catalytic domain, FDH-coupled NADH fluorescence (FDH is formaldehyde dehydrogenase); Potency, µM (top dose mostly 57.1 µM), for the others: at the highest dose activity change, negative = inhibition, most hits filed as inhibitors; 230,000 tested, 1.6% active; AID 2147; active = well fitted inhibition curve with a large enough effect, not every such curve was filed as active; inconclusive = small, poorly fitted or top-dose-only effect, or another doubt; inactive = no such curve, though single readings can be large or run the other way;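 note: 0% = wells with enzyme and -100% = buffer wells without enzyme; nearly all actives have a fitted effect of over 50% in size; many of its hits are not listed in these tables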
SMN2 splice enh: enhancers of SMN2 splice variant expression; HEK293 SMN2-luciferase splicing reporter, luminescence, 30-36 h; Potency, µM (series often up to 46.1 µM), for the others: at the top dose activity change, positive = activation, actives largely listed as activators; 210,000 tested, 2.8% active; note: % of control where 0% means no effect; nearly all actives have a fitted effect of over 55% in size
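HEK293 cells carry an SMN2 minigene-luciferase reporter in which exon 7 inclusion puts luciferase in frame. Cells were seeded at 2000 cells/well, attached for 10-12 hours, then exposed to compounds for 30-36 hours at 37C before ONE-Glo luminescence.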
RECQ1 inh: blocks DNA unwinding by human RECQ1; RECQ1 DNA unwinding, red fluorescence kinetic read; Potency, µM (series often up to 57.3 µM), without a hit: at the top dose activity, negative = inhibition, hits mostly inhibitors; AID 2549; 240,000 tested, 0.54% active;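 note: plate controls were vehicle for no effect and no enzyme for full effect; nearly all actives have a fitted effect of over 30% in size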
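50 nM RECQ1T1 preincubated 15 min with compound in Tris pH 8.0 buffer with MgCl2, DTT, Tween-20 and 2.5 ug/ml poly(dI-dC); started with 200 nM TAMRA/BHQ-2 forked duplex and 2 mM ATP. Unwinding read as fluorescence (525/598 nm), two reads 2 h apart.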
Tau ThT inhib: blocks human tau fibril formation measured by thioflavin T; Potency, µM (doses to about 57.4 µM), inactives show top-dose activity, negative = inhibition, most hits filed as inhibitors; P10636; 270,000 tested, 2.1% active; recombinant tau K18 P301L (four-repeat tau fragment), heparin-induced fibrillization, ThT fluorescence; note: % is set by controls: 0 for no effect and ±100 for the full control effect; nearly all actives have a fitted effect of over 55% in size
Target sequence (P10636 561-689 P618L limits assumed): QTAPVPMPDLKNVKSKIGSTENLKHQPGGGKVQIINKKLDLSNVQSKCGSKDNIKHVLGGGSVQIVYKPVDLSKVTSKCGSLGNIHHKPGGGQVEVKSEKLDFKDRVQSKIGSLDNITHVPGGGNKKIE
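K18 P301L tau (15 uM + 0.24 uM Alexa 594-tagged), heparin 20 uM, NaOAc pH 7, 6 h 37 C; ThT 30 uM, 1 h RT, ex 450/em 510 nm.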
KinaseGlo FLuc: blocks Kinase-Glo luciferase, a counter-screen artifact. Q27757. Kinase-Glo luciferase, ATP luminescence, 8 min. Potency, µM (titrated, usually from 38.3 µM), for the others: at the highest dose activity change, negative = inhibition, most hits filed as inhibitors. 200,000 tested, 0.28% active. AID 1379; note: % is set by controls: 0 for no effect and ±100 for the full control effect; nearly all actives have a fitted effect of over 60% in size
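Compounds were added to a substrate mix at pH 7.2 (50 mM imidazole, 10 uM ATP, within the enzyme's linear range), followed by Kinase-Glo detection reagent; luminescence was measured after 8 minutes at ambient temperature.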
L3MBTL1 inh: L3MBTL1 (human) inhibition; AlphaScreen L3MBTL1–H3K9me1 peptide binding; Potency, µM (top dose mostly 57.1 µM), inactives show at the highest dose activity, negative = inhibition, actives largely listed as inhibitors; 230,000 tested, 0.66% active; note: % is set by controls: 0 for no effect and ±100 for the full control effect; nearly all actives have a fitted effect of over 60% in size
Target sequence (Q9Y468 whole entry, looked up): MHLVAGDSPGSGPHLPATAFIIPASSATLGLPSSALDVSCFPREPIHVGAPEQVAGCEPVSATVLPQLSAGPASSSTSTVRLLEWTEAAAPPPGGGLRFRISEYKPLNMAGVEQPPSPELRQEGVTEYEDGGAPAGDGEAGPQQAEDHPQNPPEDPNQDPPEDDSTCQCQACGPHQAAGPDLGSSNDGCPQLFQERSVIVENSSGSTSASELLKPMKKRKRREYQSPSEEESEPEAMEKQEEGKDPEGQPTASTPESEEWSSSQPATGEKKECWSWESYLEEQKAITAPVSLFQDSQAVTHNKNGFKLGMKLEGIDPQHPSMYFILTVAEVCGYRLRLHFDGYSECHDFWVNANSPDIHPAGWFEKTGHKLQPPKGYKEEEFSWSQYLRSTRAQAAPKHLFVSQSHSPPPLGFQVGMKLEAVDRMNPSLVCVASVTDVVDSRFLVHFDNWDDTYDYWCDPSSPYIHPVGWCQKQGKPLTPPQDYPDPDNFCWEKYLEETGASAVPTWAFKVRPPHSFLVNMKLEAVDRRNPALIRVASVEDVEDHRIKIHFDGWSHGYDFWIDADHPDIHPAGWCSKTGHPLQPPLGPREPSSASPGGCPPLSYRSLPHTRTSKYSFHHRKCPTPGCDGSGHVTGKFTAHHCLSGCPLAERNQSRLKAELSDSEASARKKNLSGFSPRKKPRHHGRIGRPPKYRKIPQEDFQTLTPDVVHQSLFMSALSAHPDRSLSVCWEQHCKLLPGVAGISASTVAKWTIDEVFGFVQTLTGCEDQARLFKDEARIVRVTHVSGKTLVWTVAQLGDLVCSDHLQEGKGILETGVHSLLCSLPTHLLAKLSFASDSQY
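Read-out is AlphaScreen signal from streptavidin donor and nickel chelate acceptor beads (10 ug/mL final each) bridging L3MBTL1 (50 nM) and biotinylated K9-monomethylated H3(1-15) peptide (75 nM), after 30 min compound exposure at room temperature.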
ALDH1A1 block: blocks purified human ALDH1A1 activity | P00352 | Purified ALDH1A1, NADH fluorescence, propionaldehyde substrate | Potency, µM (doses to about 75.3 µM), inactives show top-dose activity, negative = inhibition, hits mostly inhibitors | 220,000 tested, 7.3% active; active = well fitted inhibition curve with a large enough effect, not every such curve was filed as active; inconclusive = small, poorly fitted or top-dose-only effect, or another doubt; inactive = no such curve, though single readings can be large or run the other way;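 note: plate controls were no enzyme wells and a reference inhibitor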
Active calls of the source: *; i = inactive; ? = inconclusive; . = not tested or not shown; [ ] = dose if it differs, or a comment. Unless noted, calls come from the whole dose curve; as a rule, active = well fitted curve in the direction sought with a large enough effect; inconclusive = small, poorly fitted or top-dose-only effect, or another doubt; inactive = no such curve, though single readings can be large; an effect the other way counts as inactive or inconclusive. Potency is the fitted concentration of half-maximal effect. Some of the compounds tested. The share of hits here may be higher or lower than overall.

SMILES	Lamin A splicing	KDM4E inh	SMN2 splice enh	RECQ1 inh	Tau ThT inhib	KinaseGlo FLuc	L3MBTL1 inh	ALDH1A1 block
COc1cc2c(cc1OC)CN(C(=O)c1ccc(S(=O)(=O)N(C)c3ccccc3)cc1)CC2	15.2%[46 µM]	7.7%	-8.8%	-18.5%	-11.3%	-3.0%	-19.5%	-0.2%
Cc1cccc(-c2noc(-c3c(C)noc3C)n2)c1	.	4.9%	.	3.9%	-19.8%	.	12.3%	-4.9%
O=c1c(Cl)c(N2CCN(c3ccc(F)cc3)CC2)cnn1C12CC3CC(CC(C3)C1)C2	-7.0%	-5.5%	-36.7%[inhibitor]	-5.8%	?	2.5%	-3.1%	?
CC(NC(=O)CCN1C(=O)c2ccccc2C1=O)c1ccc2c(c1)CCCC2 (stereo not given)	11.0%	5.9%	-10.4%	-7.1%	-11.9%	3.3%	5.6%	?
O=C(C1CCC(CNS(=O)(=O)c2cccs2)CC1)N1CCCCC1 (stereo not given)	-10.1%	4.9%	-26.4%	i	-5.9%	-2.9%	.	?
CCNC(=O)C(CCSC)NS(=O)(=O)c1ccc(C)cc1 (stereo not given)	.	1.3%	.	0.3%	1.5%	.	-2.3%	.
COc1ccc(-c2nc3ccccc3c(=O)n2CCOc2ccc(C)cc2C)cc1	-26.2%	4.9%	-20.5%	-6.1%	-2.5%	-1.3%	4.7%	?
CC(CCc1ccccc1)NC(=O)CCNC(=O)Cn1ccc2ccccc2c1=O (stereo not given)	-12.7%[46 µM]	-11.1%	-0.5%	-2.5%	4.5%	-0.6%	16.6%	1.4%
COc1cc(NC(=O)COC(=O)C2CC2)c(C)cc1[N+](=O)[O-]	-5.5%	-5.0%	7.6%	-6.7%	-10.9%	-2.4%	2.2%	-5.4%
O=C(CN1C(=O)COc2ccccc21)NCCCN1CCN(Cc2ccccc2)CC1	2.9%	-3.6%	-7.8%	?	5.3%	-0.5%	-12.2%[11.4 µM]	0.8%

Only KDM4E inh, for some of the entries so far:
Structure | KDM4E inh
O=C(C1CCC(CNS(=O)(=O)c2cccs2)CC1)N1CCCCC1 (stereo not given) | 4.9%
CCNC(=O)C(CCSC)NS(=O)(=O)c1ccc(C)cc1 (stereo not given) | 1.3%

Remaining list, next part
SMILES	Lamin A splicing	KDM4E inh	SMN2 splice enh	RECQ1 inh	Tau ThT inhib	KinaseGlo FLuc	L3MBTL1 inh	ALDH1A1 block
O=C1NC(=S)N/C1=C/c1cccn1-c1ccc([N+](=O)[O-])cc1	-28.9%[46 µM]	9.0%	-9.4%	28.2µM*	?	-2.3%	?	-11.2%
O=C(NC1CCCC1)c1ccc(COCC(F)(F)F)o1	-8.3%	-0.2%	.	-3.1%	-8.0%	-2.6%	.	?
CCOC(=O)C(NC(=O)CC)(Nc1ccc(S(N)(=O)=O)cc1)C(F)(F)F (stereo not given)	.	-2.3%	.	-15.7%	-9.6%	.	13.5%	.
O=C(/C=C/c1ccccc1)NCCOc1ccccc1	?	-0.1%	?	-14.0%	-5.4%	-2.6%	9.9%	6.5%
CS(=O)(=O)Nc1cccc(C2=NN(S(C)(=O)=O)C(c3ccc4c(c3)OCO4)C2)c1 (stereo not given)	?	-8.5%	11.2µM*	-6.0%	-12.7%	-2.1%	8.0%	-0.3%
C/C(=N\NS(=O)(=O)c1ccc(Cl)cc1)c1ccc(NC(=O)c2ccco2)cc1	-3.0%	-1.1%	?	-4.3%	-17.4%	-2.3%	4.7%	5.0%
Cc1ccccc1-c1noc(C23CC4CC(CC(C4)C2)C3)n1	1.3%	1.8%	-3.7%	0.3%	-13.5%	-2.5%	.	2.0%
Cc1noc(C)c1Cc1ccc(O)cc1	-7.3%	1.6%	-1.6%	-19.4%	-11.7%	2.2%	1.6%	-1.0%
CCCC(C)NC(=O)c1c2c(nc3ccccc13)CCC2 (stereo not given)	.	-1.3%	-4.3%	-10.1%	-0.2%	-0.4%	?	9.0%
COC(=O)C1CC(O)CN1C(=O)c1ccco1 (stereo not given)	-6.0%	0.0%	4.4%	1.2%	-7.9%	4.1%	0.9%	0.7%
O=C(CN1CCN(c2ccccc2)CC1)Nc1ccc2c(c1)OCCO2	19.3%[46 µM]	3.2%	-0.8%	i	-12.6%	-1.5%	1.1%	8.7%
CCn1c(SCC(=O)Nc2nc3c(s2)CCCC3)nc2c1c(=O)n(C)c(=O)n2C	5.1%	2.1%	-28.5%	-2.2%	5.2%	-3.2%	-2.2%	?
COc1ccc(OC)c2c1sc(=NC(=O)C(C)C)n2C	-6.7%	-13.6%	-7.0%	-7.8%	?	-1.7%	.	?
CC1(C)CC(=O)C(C(c2ccncc2)C2C(=O)CC(C)(C)CC2=O)C(=O)C1	1.2%	-15.2%	-3.0%	-16.5%	?	-3.1%	2.1%	-7.7%
CN(c1ccccc1)S(=O)(=O)c1ccc(Cl)c(C(=O)OCC(=O)N2CCOCC2)c1	.	6.6%	6.4%	-2.4%	6.0%	-0.4%	-0.5%	8.4%
CO/N=C/CC(=O)c1cnc(-c2ccc(Cl)cc2)s1	?	?	25.1µM*	1.0%	?	-3.7%	-5.3%	3.16µM*
O=c1[nH]c2ccc(S(=O)(=O)N3CCCCC3)cc2[nH]c1=O	-7.3%	?	0.1%	-0.7%	3.5%	2.3%	12.6%	12.9%
O=C(O)COc1ccc(S(=O)(=O)NCCc2ccccc2)cc1	-2.3%	-6.8%	15.1%	-2.9%	-18.9%	-1.9%	-2.2%	3.2%
O=C(/C=C/c1cccc([N+](=O)[O-])c1)Nc1cc(C(=O)O)cc(C(=O)O)c1	.	-4.8%	-45.3%[inhibitor]	19.1%	-11.5%	6.0%	.	?
COc1ccc(CCn2nnnc2C(CC(C)C)N2CCN(c3ncccn3)CC2)cc1OC (stereo not given)	0.3%	-7.1%	0.3%	-1.8%	-8.2%	-3.1%	-1.2%	12.4%
CC(=O)c1c(C)[nH]c(C2=NNC(=NCc3ccccc3)SC2)c1C	11.6%[46 µM]	?	-18.6%	-3.7%	?	1.7%	.	28.2µM*
O=C1C=C(OCc2ccccc2)CN1	0.9%	2.4%	-1.6%	-4.3%	-3.6%	-0.6%	2.7%	11.1%
CC(=O)Nc1ccc(NC(=O)C(C)N2CCN(S(=O)(=O)c3ccc(C)cc3)CC2)cc1 (stereo not given)	-1.9%[46 µM]	0.2%	9.9%	i	-2.1%	-0.4%	4.4%	-15.6%
CC(=O)N1CCc2c(sc3c2c(=O)n(-c2ccccc2)c(=O)n3Cc2ccccc2Cl)C1	5.8%	2.2%	7.9%	4.3%	-4.8%	2.1%	-0.1%	-13.9%
Cc1ccc(NC(=S)NC(=O)c2sc3ccccc3c2Cl)c(C(=O)O)c1	4.0%[46 µM]	?	9.5%	6.9%	?	-2.7%	-13.6%	?
Cc1ccc(OCC(=O)NNC(=O)c2ccoc2C)c(Br)c1	-4.4%	-13.6%	?	-3.6%	8.1%	-7.8%	-6.2%	-2.9%
CN(Cc1ccccc1)S(=O)(=O)c1ccc(NC(=S)NC(=O)C2CCCCC2)cc1	?	3.2%	15.4%	-14.9%	-2.5%	1.8%	-5.0%	-2.9%
C/C(=N/NC(=O)Nc1ccccc1)c1ccc(C)cc1	?	6.1%	9.5%	-1.8%	-13.2%	-0.5%	3.5%	6.4%
CCC(=O)N1CCN(c2ccccc2NC(=O)Cc2ccccc2)CC1	4.5%	-7.9%	-15.5%	-2.2%	4.8%	-0.7%	-0.8%[11.4 µM]	?
Cc1ccc(C2=NNC(c3cccc(F)c3)S2)cc1 (stereo not given)	.	?	1.58µM*	10.9%	?	-22.7%	.	?
CCOC(=O)C1=NN(C(=O)c2cccc(Br)c2)C(O)(C(C)(C)C)C1 (stereo not given)	.	?	.	i	-3.7%	.	-19.1%	?
N#C/C(=C\c1ccc(O)c([N+](=O)[O-])c1)C(=O)NCc1ccccc1	.	-1.1%	.	-2.8%	15.8µM*	.	.	-10.8%
CC(Nc1cc(=O)n(C)c(=O)n1C)c1ccccc1 (stereo not given)	3.2%	7.4%	-7.9%	-1.9%	-0.9%	1.2%	5.0%	2.5%
O=C(CCSCc1ccccc1Cl)N1CCN(c2ccccn2)CC1	?	?	4.1%	-18.9%	-17.3%	0.0%	-0.3%	?
CC(C)(C)c1nn(-c2ccccc2)c2[nH]c(=O)c(CNCc3ccco3)cc12	-0.9%	?	-14.3%	0.0%	-12.4%	-3.7%	-5.3%	-11.3%
COCCNC(=O)c1onc(CSc2ccccc2)c1C(=O)O	2.0%[0.0737 µM]	3.1%	1.1%	-8.7%	-3.2%	-1.0%	2.5%	6.2%
O=C(Sc1cccc2cccnc12)c1ccc(F)cc1	?	?	-64.5%	-8.7%	?	2.4%	4.47µM*	?
Cc1ccccc1N(CC(=O)Nc1ccc(F)cc1)S(C)(=O)=O	1.9%	6.1%	-2.0%	-2.3%	-13.7%	-2.7%	-3.4%	11.2%
CCOC(=O)NCC(C#CCN(CC)CC)N(CC)CC (stereo not given)	-4.4%	-4.5%	-3.4%	-14.8%	-12.9%	2.3%	-7.3%	0.2%
Cc1ccc(Nc2nc(N)nc(CSc3nncn3C)n2)cc1	-9.9%	4.6%	17.8µM*	-7.0%	17.7%	-1.3%	13.9%	-2.7%
COc1ccc(C(=O)NNC(=O)CSc2nc3c([nH]2)c(=O)n(C)c(=O)n3C)cc1	.	17.4%	12.2%	-15.1%	3.2%	0.9%	12.8%	-2.4%
O=C(Nc1cccc(-c2nc3cccnc3s2)c1)C1c2ccccc2Oc2ccccc21	9.8%	-10.8%	-12.3%	-29.4%	-1.5%	-7.4%	-3.4%	?
Cc1cccc(NC2=C(C#N)C(=O)NC3(CCCC3)S2)c1	.	12.2%	.	21.9%	?	.	-3.7%	-8.1%
